Vif-APOBEC3G blk: qHTS for Inhibitors of Vif-A3G Interactions: qHTS. DNA dC->dU-editing enzyme APOBEC-3G (Homo sapiens), Q9HC16. actives 0.076% (n = 410,000). Potency, µM (highest dose often 46.1 µM), for the others: at the highest dose activity, negative = active, usual class: inhibitors. HeLa A3G-eYFP + Vif (tagged APOBEC3G with the HIV-1 protein that degrades it), YFP fluorescence, overnight;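 also: potency is read from the fitted curve at half-maximal effect; % is scaled to controls: 0 for no effect and ±100 for the full control effect; nearly all actives have a fitted effect of over 60% in size; hits raise eYFP signal because A3G escapes Vif-driven loss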
Target sequence (Q9HC16 whole entry, looked up): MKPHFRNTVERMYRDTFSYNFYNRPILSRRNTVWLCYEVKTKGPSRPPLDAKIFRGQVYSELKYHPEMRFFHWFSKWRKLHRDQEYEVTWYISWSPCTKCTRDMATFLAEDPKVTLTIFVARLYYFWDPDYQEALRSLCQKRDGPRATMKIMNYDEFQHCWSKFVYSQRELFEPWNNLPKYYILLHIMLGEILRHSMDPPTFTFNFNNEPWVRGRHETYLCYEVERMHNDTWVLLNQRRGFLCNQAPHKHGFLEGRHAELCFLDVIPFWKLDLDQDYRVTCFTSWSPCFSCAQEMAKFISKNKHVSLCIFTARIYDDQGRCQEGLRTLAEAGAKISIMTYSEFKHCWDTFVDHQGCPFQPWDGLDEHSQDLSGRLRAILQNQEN
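HeLa cells stably expressing Vif and C-terminally eYFP-tagged A3G, seeded overnight at 37 deg C, then exposed to compound by pintool overnight at 37 deg C. Rise in yellow fluorescence (Ex 488/Em 500-530, Acumen) marks blocked Vif-driven A3G degradation.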
USP1 inh: Inhibitors of USP1/UAF1: Primary Screen | Ubiquitin carboxyl-terminal hydrolase 1 (Homo sapiens), O94782 | recombinant USP1/UAF1, Ub-Rhodamine cleavage fluorescence | Potency, µM (doses to about 57.1 µM), for the others: at the top dose activity change, negative = inhibition, usual class: inhibitors | actives 0.23% (n = 390,000) | AID 743255, 2014; also: potency is read from the fitted curve at half-maximal effect; % is scaled to controls: 0 for no effect and ±100 for the full control effect; nearly all actives have a fitted effect of over 60% in size; inactives centre near -12
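USP1/UAF1 complex at 1 nM was preincubated with compound for 15 min at room temperature, then Ub-Rho substrate (150nM final) was added. Fluorescence (480/540 nm) was read kinetically, 6 reads every 60 seconds.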
IDH1 R132H inh: qHTS for Inhibitors of mutant isocitrate dehydrogenase 1 (IDH1): qHTS; AID 602179, 2012; IDH1-R132H enzyme, NADPH consumption, diaphorase/resazurin fluorescence; actives 0.093% (n = 390,000); Potency, µM (highest dose often 76.6 µM), for the others: at the highest dose activity change, negative = inhibition, usual class: inhibitors; also: potency is read from the fitted curve at half-maximal effect; % is scaled to controls: 0 for no effect and ±100 for the full control effect; nearly all actives have a fitted effect of over 65% in size
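IDH1-R132H (0.5 ug/mL) preincubated 30 min with compound, then NADPH (0.016 mM) and alpha-KG (2 mM) added; 80 min at RT, pH 7.5. Remaining NADPH coupled via diaphorase/resazurin to fluorescence (540/590 nm); concentration-response curves normalized to no-enzyme control.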
Vif-A3F inh: qHTS for Inhibitors of Vif-A3F Interactions: qHTS; actives 0.2% (n = 390,000); Potency, µM (series often up to 46.1 µM), without a hit: at the top dose activity, negative = active; HeLa A3F-eYFP + Vif (tagged APOBEC3F with the HIV-1 protein that degrades it), YFP fluorescence increase; also: potency is read from the fitted curve at half-maximal effect; % of control where 0% means no effect; nearly all actives have a fitted effect of over 65% in size
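Fluorescence increase (Ex 488/Em 500-530) after overnight compound treatment at 37 deg C flags inhibition of Vif-driven A3F-eYFP loss in stable HeLa A3F-eYFP/Vif cells seeded overnight beforehand.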
GRP78 ERSR act: qHTS for Inducers of the Endoplasmic Reticulum Stress Response (ERSR) in Human Glioma: qHTS; U87-MG GRP78 promoter luciferase reporter, 16 h; Potency, µM, for inactives: at the highest dose activation, usual class: activators; actives 0.02% (n = 420,000); also: potency is read from the fitted curve at half-maximal effect; series mostly up to about 76 µM; % of control where 0% means no effect; nearly all actives have a fitted effect of over 35% in size
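Stably transfected U87-MG glioma cells carrying a GRP78-based luciferase sensor; 16 h compound incubation. Luminescence end-point read 10 min after Bright-Glo addition at room temperature.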
TrxR1 substrate: qHTS Assay for Substrates of Mammalian Selenoprotein Thioredoxin Reductase 1 (TrxR1): qHTS. actives 0.01% (n = 390,000). AID 588456, 2011. purified TrxR1 substrate turnover, NADPH consumption readout. Potency, µM (titrated, usually from 114 µM), without a hit: at the highest dose activity change, negative = substrate turnover; also: potency is read from the fitted curve at half-maximal effect; % is scaled to controls: 0 for no effect and ±100 for the full control effect; nearly all actives have a fitted effect of over 50% in size
Target sequence (O89049 whole entry, looked up): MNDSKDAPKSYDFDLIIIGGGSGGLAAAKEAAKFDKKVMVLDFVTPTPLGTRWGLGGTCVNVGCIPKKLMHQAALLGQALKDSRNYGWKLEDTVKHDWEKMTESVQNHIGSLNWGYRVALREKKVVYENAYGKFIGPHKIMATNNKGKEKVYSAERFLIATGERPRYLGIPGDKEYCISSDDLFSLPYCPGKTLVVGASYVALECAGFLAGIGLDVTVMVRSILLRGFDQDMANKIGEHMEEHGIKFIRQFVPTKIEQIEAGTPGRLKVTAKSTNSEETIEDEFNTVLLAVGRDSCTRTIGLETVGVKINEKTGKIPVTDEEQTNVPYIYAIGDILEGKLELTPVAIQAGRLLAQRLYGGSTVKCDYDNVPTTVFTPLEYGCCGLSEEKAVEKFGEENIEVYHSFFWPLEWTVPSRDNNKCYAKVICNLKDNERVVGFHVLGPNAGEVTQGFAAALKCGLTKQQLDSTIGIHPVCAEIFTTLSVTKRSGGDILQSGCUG
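Rat TrxR1, dispensed at 90 nM, was prereduced with 400 uM NADPH (final) for 5 min at ~22 deg C, then incubated with compound 15 min before 400 uM selenite. A first-read NADPH fluorescence drop versus no-compound background flagged substrates.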
TrxR1 inh: qHTS Assay for Inhibitors of Mammalian Selenoprotein Thioredoxin Reductase 1 (TrxR1): qHTS | Thioredoxin reductase 1, cytoplasmic (Rattus norvegicus), O89049 | recombinant rTrxR1, NADPH fluorescence consumption, selenite substrate | Potency, µM (titrated, usually from 114 µM), for the others: at the top dose activity change, negative = inhibition, hits mostly inhibitors | actives 1% (n = 390,000) | AID 588453, 2011; also: potency is read from the fitted curve at half-maximal effect; % is scaled to controls: 0 for no effect and ±100 for the full control effect; nearly all actives have a fitted effect of over 65% in size
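Rat TrxR1 (90 nM in the dispensed reagent) was pre-reduced with 400 uM NADPH for 5 min at room temperature, then incubated with compound for 15 min. After 400 uM selenite was added, NADPH fluorescence (Ex 340/Em 450 nm) was followed for 8 min.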
RGS4 inhibitor: Inhibitors of Regulator of G Protein Signaling (RGS) 4: qHTS; Transcreener GDP fluorescence polarization, RGS4-accelerated GTP hydrolysis; Potency, µM (series often up to 114 µM), without a hit: at the highest dose activity change, negative = inhibition, most hits filed as inhibitors; actives 0.039% (n = 390,000); also: potency is read from the fitted curve at half-maximal effect; % is scaled to controls: 0 for no effect and ±100 for the full control effect; nearly all actives have a fitted effect of over 75% in size; some results filed as inactive show a strong effect at the top dose
Target sequence (P49798 whole entry, looked up): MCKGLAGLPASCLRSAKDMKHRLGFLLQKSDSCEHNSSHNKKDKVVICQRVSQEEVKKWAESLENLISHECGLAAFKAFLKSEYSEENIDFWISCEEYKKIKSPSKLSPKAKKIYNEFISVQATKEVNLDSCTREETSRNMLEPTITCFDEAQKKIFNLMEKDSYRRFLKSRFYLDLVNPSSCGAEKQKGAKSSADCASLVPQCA
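MLSMR compounds (23 nl, pin-transferred) preincubated 10 min at room temperature with a 500nM (2x) first reagent, then RGS4 at 900nM (2x) plus Transcreener GDP mix added; fluorescence polarization (620/688 nm) read before and after 90 min at 30 °C.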
LDHA block: qHTS assay for inhibitors of human lactate dehydrogenase | L-lactate dehydrogenase A chain (Homo sapiens), P00338 | purified LDHA, NADH/diaphorase-resazurin fluorescence; active compounds read low | AID 1347041, 2019 | actives 0.15% (n = 480,000) | activity change, % (values are at about 110 or 230 µM); in the data active = activity change below about -30%; inconclusive = mostly about -25% to -30%;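 also: plate controls were DMSO wells for no effect and wells without enzyme for full effect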
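Remaining NADH was detected by diaphorase (0.133 mg/mL) converting 37 µM resazurin to fluorescent resorufin, read at 0 and 20 minutes. The preceding 5-minute room-temperature reaction used 2 nM LDHA, 0.2 mM sodium pyruvate and 0.06 mM NADH at pH 7.4.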
An asterisk follows results filed as active; ? = inconclusive; . = no result given; [ ] = another dose, or the depositor's remark. Unless noted, calls follow the shape of the dose curve; as a rule, active = well fitted curve in the direction sought with a large enough effect; inconclusive = small, poorly fitted or top-dose-only effect, or another doubt; inactive = no such curve, though single readings can be large; an effect the other way counts as inactive or inconclusive. A portion of the library. The share of hits here may be higher or lower than overall.

molecule	Vif-APOBEC3G blk	USP1 inh	IDH1 R132H inh	Vif-A3F inh	GRP78 ERSR act	TrxR1 substrate	TrxR1 inh	RGS4 inhibitor	LDHA block
O=CC(=O)c1ccc(Cl)cc1	-2%	.	.	.	-1%	3%	-8%	.	.
CCOC(=O)c1cccc(NC(=O)c2c(N)n(C)c(=O)[nH]c2=O)c1	3%	-5%	-4%	8%	-3%	7%[57.1 µM]	0%[57.1 µM]	30%	-8
Cc1ccc(C)c(NC(=O)CCc2nnc3ccc(NCc4ccco4)nn23)c1	0%	-16%	-3%	-7%	-3%	-1%	-5%	-16%	-6
COc1ccc(O)c(C(c2c(C)[nH][nH]c2=O)c2c(C)[nH][nH]c2=O)c1	0%	?	13%	4%	0%	-2%[57.1 µM]	16%[57.1 µM]	?	24
C=CCn1c(=S)[nH]c2sc3c(c2c1=O)CCC3	-18%	-8%	-3%	-4%	-3%	-3%	?	-48%	1
CCc1ccccc1NC(=O)CSc1nc2n[nH]c(C)c2c(=N)n1-c1cccc(OC)c1	0%	-15%	-1%	-7%	0%	-2%	9%	13%	-4
COc1cc(C(=O)Nc2ccc3nc(SCc4ccc(C)cc4)sc3c2)cc(OC)c1OC	4%	-30%	7%	4%	-1%	6%	35%	-16%	1
CCCCN(C)C(=O)Cn1nc(Cc2ccncc2)c2ccccc2c1=O	-3%	-19%	2%	?	-1%	-25%[57.1 µM]	3%[57.1 µM]	-28%	-5
Cn1cc(S(=O)(=O)NC2CCCC2)c(=O)n(C)c1=O	0%	-15%	2%	-10%	1%	0%	-4%	-26%	-5
CC1CCCC(C)N1S(=O)(=O)c1ccc(NC(=O)CCn2cnc3ccccc3c2=O)cc1 (stereo not drawn)	2%	-18%	1%	0%	0%	2%[57.1 µM]	2%[57.1 µM]	-10%	-1
CCOC(=O)c1c(C)[nH]c(C)c1S(=O)(=O)NCC1CCN(Cc2cccc(Cl)c2)CC1	0%	-11%	1%	4%	-3%	2%	34%	6%	0
CC(Sc1ccccc1)C(=O)N1CCN(S(=O)(=O)c2ccccc2C(F)(F)F)CC1 (stereo not drawn)	3%	-19%	1%	-25%	-2%	-14%	-7%	-11%	2
Cc1ccc(Nc2ncnc3c2cnn3-c2ccccc2)c(C)c1	2%	-31%	10%	-7%	5%	-7%[57.1 µM]	9%[57.1 µM]	7%	-2
Cc1cccc(-c2nc(N3CCN(c4ccc(F)cc4)CC3)c3ccccc3n2)c1	3%	?	-10%	3%	0%	10%	25%	21%	-7
CS(=O)(=O)Nc1cccc(C2=NN(C(=O)c3ccccc3Cl)C(c3ccccc3O)C2)c1 (stereo not drawn)	-1%	-7%	-1%	12%	-5%	-2%	-2%	-29%	1
COc1cc(CNCc2ccccn2)ccc1OCc1ccc(Cl)cc1	-2%	-7%	2%	2%	5%	4%	-2%	-16%	-5
CCN(CC)S(=O)(=O)c1ccc2c(c1)N(CC(=O)Nc1c(C)cccc1C)C(=O)C1CCCN21 (stereo not drawn)	.	-20%	.	.	.	8%	24%	-1%	0
O=C(C(=Cc1ccccc1)CN1CCCCC1)c1ccccc1	?	-9%	3%	-3%	-14%	11%[11.4 µM]	-24%[11.4 µM]	-35%	-1
COc1ccc(CNC(=O)CN2N=C(c3ccc(Cl)cc3)CCC2=O)cc1	1%	?	10%	4%	-3%	0%[57.1 µM]	15%[57.1 µM]	-1%	-1
O=c1cc(Cl)nc2ccccn12	-6%	-13%	3%	-4%	-3%	18%[57.1 µM]	10%[2.29 µM]	-6%	-6

(listing goes on)
molecule	Vif-APOBEC3G blk	USP1 inh	IDH1 R132H inh	Vif-A3F inh	GRP78 ERSR act	TrxR1 substrate	TrxR1 inh	RGS4 inhibitor	LDHA block
CCOC(=O)C1CCN(C(=O)c2cc3c(C)cc(C)cc3[nH]2)CC1	-6%	-20%	13%	6%	2%	1%	8%	-39%	-1
Cc1[nH]n(-c2ccccc2)c(=O)c1N=Nc1ccccc1O	-29%	-17%	-1%	?	?	1%	7%	-1%	-6
Nc1nn(-c2cccc(F)n2)cc1-c1ccc(Cl)cc1	-5%	2%	2%	13%	-2%	4%	26%[57.1 µM]	?	1
Cc1noc(C)c1S(=O)(=O)N1CCC(C(=O)Nc2ccccn2)CC1	0%	-11%	3%	.	-4%	-2%	-1%	-2%	1
COc1ccccc1NC(=O)Cc1noc(CSc2cc(C)c3ccccc3n2)n1	0%	-26%	13%	-5%	-5%	4%	20%	-27%	-1
COC(=O)c1sc(N2C(=O)c3oc4ccc(F)cc4c(=O)c3C2c2ccc(C)cc2)nc1C (stereo not drawn)	3%	.	.	.	-2%	4%[0.0914 µM]	13%[0.0914 µM]	.	3
Cc1c(NC(=O)Cn2ccc([N+](=O)[O-])n2)c(=O)n(-c2ccccc2)n1C	1%	-9%	10%	-3%	-2%	9%[57.1 µM]	35%[57.1 µM]	-12%	4
COc1ccc(OCC(=O)NN2Cc3ccccc3C2=N)cc1	1%	2%	-2%	-1%	-6%	-6%	-1%	15%	1
O=C(NCc1ccc(F)cc1)C(c1ccco1)N(C(=O)c1csnn1)C1CC1 (stereo not drawn)	4%	-20%	-4%	-5%	-2%	-5%	-9%	-4%	-7
c1ccc(-n2ncc3c(NCc4ccco4)ncnc32)cc1	-22%	-10%	8%	-7%	1%	1%	-23%	-42%	-4
O=S(=O)(Nc1ccc2c(c1)CCC2)c1cccs1	0%	-15%	-2%	-1%	7%	-5%	9%	-1%	-11
Cc1ccccc1NC(=O)Cn1nc(-c2ccccc2)nc1-c1ccccc1	-1%	5%	2%	-3%	-3%	-7%	0%	2%	-5
COC(=O)c1cc(NC(=O)CC2Oc3ccccc3NC2=O)cc(C(=O)OC)c1 (stereo not drawn)	-4%	-23%	-10%	-1%	-1%	10%	30%	-18%[56.9 µM]	-10
COc1ccc(C(=O)CN2C(=O)NC3(CCCCC3)C2=O)cc1OC	-4%	-21%	-1%	-2%	2%	-1%	0%	-4%	-9
CC(C)C(=O)N1CCN(c2ccccc2N)CC1	3%	-10%	4%	-12%	-1%	5%[57.1 µM]	6%[57.1 µM]	0%	3
Cc1ccccc1-c1nc(CS(=O)(=O)CC(=O)N2CCc3ccccc32)c(C)o1	3%	-21%	-4%	2%	-3%	6%[57.1 µM]	-1%[57.1 µM]	4%	-8
CC(C)C(NC(=O)c1ccc(Cl)cc1Cl)C(=O)N1CCC1 (stereo not drawn)	-1%	-11%	8%	7%	-5%	-2%	-1%	-19%	-4
COc1ccc(OC)c(-n2nnnc2SCC(=O)Nc2ccccc2OC)c1	1%	-12%	-1%	-9%	-1%	1%	14%	-4%	-2
CCOc1ccc(NC(C)=O)cc1[N+](=O)[O-]	1%	-10%	3%	-4%	-5%	0%	26%	-11%	-2
O=C(COc1ccccc1[N+](=O)[O-])Nc1cccc(S(=O)(=O)NC2=NCCCCC2)c1	-5%	-5%	-1%	-4%	0%	-8%	-9%	20%	-3

One compound at a time, from the list above. Screens in order: Vif-APOBEC3G blk	USP1 inh	IDH1 R132H inh	Vif-A3F inh	GRP78 ERSR act	TrxR1 substrate	TrxR1 inh	RGS4 inhibitor	LDHA block
Listed for CC(C)C(=O)N1CCN(c2ccccc2N)CC1 → 3%	-10%	4%	-12%	-1%	5%[57.1 µM]	6%[57.1 µM]	0%	3
Listed for COc1ccccc1NC(=O)Cc1noc(CSc2cc(C)c3ccccc3n2)n1 → 0%	-26%	13%	-5%	-5%	4%	20%	-27%	-1

Other compounds:
molecule	Vif-APOBEC3G blk	USP1 inh	IDH1 R132H inh	Vif-A3F inh	GRP78 ERSR act	TrxR1 substrate	TrxR1 inh	RGS4 inhibitor	LDHA block
Cn1ncc([N+](=O)[O-])c1C(=O)Nc1cccc2ccccc12	3%	-17%	11%	-1%	-5%	0%	15%	0%	2
CCCn1c(-c2cccc(F)c2)nc2c1c(=O)[nH]c(=O)n2Cc1ccccc1	0%	-5%	0%	9%	3%	-3%[57.1 µM]	-12%[57.1 µM]	9%	-10
CCOC(=O)Cc1csc(NC(=O)c2cccc(Cl)c2)n1	-1%	-16%	-7%	-7%	2%	4%[57.1 µM]	16%[57.1 µM]	18%	1
COc1ccccc1NC(=O)COC(=O)CCC1CCCC1	1%	-6%	4%	-1%	-5%	4%[57.1 µM]	5%[57.1 µM]	14%	0

Screens: PubChem, National Center for Advancing Translational Sciences (NCATS)
